Assay outcomes as filed in PubChem BioAssay.
SUMO1 PPI mod: modulators of SUMO1 protein-protein interactions, primary screen, biochemical, uHTS; SUMO1 binding to a labelled peptide, TR-FRET, 1 h; inhibition, % at 20 µM; AID 602429, 2012; Small ubiquitin-related modifier 1 (Homo sapiens), P63165; actives 0.33% (n = 360,000); in the data active = inhibition above about 37%
Target sequence (P63165 whole entry, looked up): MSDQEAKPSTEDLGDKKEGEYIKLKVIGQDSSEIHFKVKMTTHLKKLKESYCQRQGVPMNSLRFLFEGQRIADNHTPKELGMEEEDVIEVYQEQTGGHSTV
MsrA inh: bovine MsrA enzyme inhibitors, primary screen, biochemical, absorbance, HTS. purified bovine MsrA, absorbance read-out. inhibition, % at 15.5 µM. actives 0.75% (n = 360,000); in the data active = inhibition above about 4.5%;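 also: 0% = vehicle wells with enzyme and 100% = reference inhibitor wells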
TbMetRS inhib: T. brucei MetRS inhibitors, primary screen, biochemical, luminescence; purified T. brucei MetRS, ATP depletion, Kinase-Glo luminescence; actives 0.4% (n = 360,000); methionyl-tRNA synthetase (Trypanosoma brucei brucei); inhibition, % at 11.9 µM;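 active = inhibition above a per-plate cutoff of the control wells' mean inhibition plus 3 SD, cut at about 5.5% in these data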;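 also: 0% = DMSO wells median and 100% = median of wells with control inhibitor compound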
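Assay system: T. brucei methionyl-tRNA synthetase, purified | Medium: HEPES buffer with MgCl2, KCl, DTT, spermine, BSA, pyrophosphatase | Compound: 11.9 µM single point | Incubation: 15 min enzyme-compound preincubation, 2 h reaction, 10 min detection, 25 °C | Measured by: Kinase-Glo luciferase luminescence reporting remaining unconsumed ATP | Measure: % inhibition normalized to control-well medians | Replication: Singlicate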
DNMT1 inh: human DNMT1 methyltransferase inhibitors, primary screen, biochemical, molecular beacon, fluorescence, HinP1I cleavage, uHTS. inhibition (reported as % activation of signal), % at 10 µM. DNA (cytosine-5)-methyltransferase 1 (Homo sapiens), P26358. actives 0.83% (n = 360,000); in the data active = inhibition above about 50%
Rpn11 inh: Rpn11 (PSMD14) deubiquitinase inhibitors, primary screen, biochemical, fluorescence polarization, uHTS; human 26S proteasome, Ub4-pepOG fluorescence polarization; 20S core pre-blocked with epoxomicin; calls only at 20 µM; actives 0.59% (n = 360,000);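 active = inhibition at 20 µM, scaled to each plate's controls, above about 33%, limit read from the data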
Target sequence (O00487 whole entry, looked up): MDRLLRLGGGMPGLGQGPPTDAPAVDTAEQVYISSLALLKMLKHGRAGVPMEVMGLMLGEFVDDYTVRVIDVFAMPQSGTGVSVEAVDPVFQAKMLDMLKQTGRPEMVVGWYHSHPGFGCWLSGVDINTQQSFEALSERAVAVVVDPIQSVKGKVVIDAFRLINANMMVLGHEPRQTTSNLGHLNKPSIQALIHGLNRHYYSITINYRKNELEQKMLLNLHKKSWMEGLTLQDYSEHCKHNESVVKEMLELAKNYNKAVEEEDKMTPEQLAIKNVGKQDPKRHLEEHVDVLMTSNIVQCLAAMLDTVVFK
LMPTP block: LMPTP phosphatase inhibitors, primary screen, biochemical, fluorescence intensity, uHTS; AID 651560, 2012; actives 0.22% (n = 360,000); recombinant LMPTP-A, OMFP fluorogenic substrate; Low molecular weight phosphotyrosine protein phosphatase (Homo sapiens), P24666; inhibition, % at 20 µM;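 active = compounds that cut the enzyme signal by at least half of the control window in the single-dose screen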;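 also: plate controls were DMSO wells with enzyme plus substrate for no effect and substrate without enzyme for full effect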
Target sequence (P24666 whole entry, looked up): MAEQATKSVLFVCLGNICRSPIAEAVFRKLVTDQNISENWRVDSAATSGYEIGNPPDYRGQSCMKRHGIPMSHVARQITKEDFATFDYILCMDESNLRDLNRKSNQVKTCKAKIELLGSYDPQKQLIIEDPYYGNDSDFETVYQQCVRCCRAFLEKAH
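test system = LMPTP-A | amount = 0.625 nM LMPTP-A final | reagent = fluorogenic phosphatase substrate OMFP at 400 µM final | incubation = 50 min at room temperature | benchmarks = no-enzyme low control, uninhibited high control | medium = Bis-Tris pH 6.0, DTT, detergent | signal = fluorescence intensity of OMFP turnover product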
CSN deneddyl inh: inhibitors of CSN-mediated cullin deneddylation, primary screen, biochemical, fluorescence polarization, uHTS. COP9 signalosome complex subunit 5 (Homo sapiens), Q92905. Purified CSN, SCF-Nedd8-OG deneddylation. inhibition, % at 12.5 µM. actives 0.38% (n = 360,000). AID 651999, 2013;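 active = pattern-corrected inhibition above about 35%, with an unprinted fluorescence ratio check between 0.5 and 1.5, limit read from the data, passing the limit was not always enough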;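 also: 0% = enzyme with substrate and 100% = substrate without enzyme; some results filed as inactive read as strong as hits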
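Schedule: reaction 90 min, room temperature / Assay system: HEK293T-derived human Csn5 enzyme / Input: Csn5 at 0.24 nM final / Measure: inhibition of Csn5 cleavage, % / Control set: substrate-only high control, full reaction low control / Technique: fluorescence polarization of the substrate / Buffer or medium: Tris/NaCl/DTT buffer, pH 7.5 / Reagent: SCFSkp2-Nedd8OG substrate at 10 nM final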
NadD block: inhibitors of S. aureus NadD, primary screen, biochemical, colorimetric, uHTS; purified NadD enzyme, colorimetric absorbance read-out; actives 0.78% (n = 360,000); Nicotinate-nucleotide adenylyltransferase NadD (Staphylococcus aureus N315); inhibition, % at 20 µM; in the data active = inhibition above about 26%; also: some compounds past the cut are filed as inactive
Scp-1 inhibitor: Scp-1 phosphatase inhibitors, primary screen, biochemical, colorimetric, uHTS; Carboxy-terminal domain RNA polymerase II polypeptide A small phosphatase 1 (Homo …; Recombinant Scp1, phosphopeptide, malachite green phosphate absorbance; inhibition, % at 20 µM; actives 0.88% (n = 340,000); AID 493091, 2011;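 active = inhibition above about 50% at 20 µM, limit read from the data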;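 also: plate controls were DMSO wells with enzyme for no effect and wells lacking enzyme for full effect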
Target sequence (Q9GZU7 76-261 limits assumed): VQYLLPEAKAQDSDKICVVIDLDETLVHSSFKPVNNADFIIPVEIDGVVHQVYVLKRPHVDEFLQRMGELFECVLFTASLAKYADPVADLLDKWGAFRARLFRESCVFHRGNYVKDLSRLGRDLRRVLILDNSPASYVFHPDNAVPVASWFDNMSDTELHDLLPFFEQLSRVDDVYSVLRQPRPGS
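Test system: SCP-1 phosphatase catalytic domain, residues 76-261; measured by: colorimetric phosphate reagent with accelerator and stabiliser, absorbance at 630 nm; timing: enzyme reaction 45 min at room temperature, colour 5 min, stabilisation 30 min; also added: Phosphorylated 17-residue peptide substrate; compound dosing: one concentration, 20 µM, with 1.0% DMSO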
STEP block: STEP phosphatase inhibitors, primary screen, biochemical, fluorescence intensity, uHTS. AID 588621, 2011. recombinant STEP, OMFP fluorogenic substrate. Tyrosine-protein phosphatase non-receptor type 5 (Homo sapiens), P54829. actives 0.25% (n = 360,000). inhibition, % at 20 µM;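 active = inhibition at 20 µM, scaled per plate between control wells, above about 37%, limit read from the data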;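 also: 0% = DMSO with enzyme and substrate and 100% = substrate only without enzyme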
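Material: STEP (striatal-enriched tyrosine phosphatase) enzyme, cell-free; Compound dosing: 20 µM single dose in 1% DMSO; Technique: fluorescence read at 480 nm ex / 540 nm em; Times: reaction 20 min, ambient temperature; Medium: 50 mM Bis-Tris pH 6.0 with 2.5 mM DTT and 0.005% Tween 20; Also added: OMFP at 25 µM.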
* hit, by the source's call; i = inactive; . = no result given; + = active, no number.

SMILES	SUMO1 PPI mod	MsrA inh	TbMetRS inhib	DNMT1 inh	Rpn11 inh	LMPTP block	CSN deneddyl inh	NadD block	Scp-1 inhibitor	STEP block
CN(C)/C=C(\C=O)c1c(Cl)cccc1Cl	1.9	-0.3	0.0	0.8	i	-0.5	1.0	-1.2	0.3	-0.4
O=C1CCc2cc(S(=O)(=O)NC(C(=O)NCc3cccnc3)c3ccccc3)ccc2N1 (configuration not stated)	6.7	-0.7	0.0	3.8	i	-1.7	-1.7	-0.2	-3.1	-1.6
CC(=O)c1cccc(NC(=O)COC(=O)Cc2ccc(Cl)cc2)c1	-0.1	-0.4	-0.2	-6.0	i	-0.6	2.3	-1.3	-6.2	-2.3
O=C1N/C(=N/N=C/c2ccccc2)SC1(c1ccccc1)c1ccccc1	1.4	1.5	-0.4	33.5	i	-0.7	5.1	6.3	-1.0	0.2
Cc1nc2ccccc2c(=O)n1NC(=O)C1CC1C (configuration not stated)	-3.7	-1.0	0.2	-0.1	i	1.0	3.7	2.3	-8.5	-0.6
CCN(CC)S(=O)(=O)c1ccc(OC)c(NC(=O)c2ccc3c(c2)OCO3)c1	1.1	0.5	-0.5	0.1	i	0.0	-2.1	-11.2	-9.3	-1.3
O=C(NCCc1ccccc1)Nc1ccc2c(c1)OCO2	-1.4	-1.6	-0.2	2.8	i	-1.0	-5.6	-1.7	-4.0	4.5
COc1ccc2c(c1OC)C(=O)OC2N1C(=O)CC[C@H]1C(=O)Nc1ccc(F)cc1F (some centres not stated)	4.0	-0.2	-0.3	-0.9	i	-1.4	1.0	-1.8	12.2	0.1
O=C1CCc2cc(S(=O)(=O)NC(Cc3ccccc3)C(=O)N3CCN(c4ccccn4)CC3)ccc2N1 (configuration not stated)	4.0	1.9	-0.8	11.7	i	-0.9	-1.3	3.7	2.6	0.5
O=C(CN1CCOCC1)N/N=C/C=C/c1ccccc1	-12.6	3.5	-0.5	-2.3	i	-1.0	-10.0	0.4	-5.3	-0.2
COc1ccc(/C=N\NC(=O)c2sccc2C)cc1Cn1nc(C)cc1C	-11.3	1.7	-0.2	-2.2	i	1.3	-4.0	0.2	1.0	-2.0
O=C(O)c1cccc(N=NN2CCOCC2)c1	2.6	0.6	-1.4	0.9	i	2.5	-16.7	-0.3	7.2	0.2
O=C(NCc1ccco1)c1cccc(S(=O)(=O)N2CCOCC2)c1	2.9	-1.2	-0.9	0.7	i	-0.5	6.2	-1.5	-1.8	9.6
Nc1nc(=S)[nH]c2c1C1(CCCC1)Cc1ccccc1-2	2.0	-0.7	-1.5	1.6	i	1.0	1.3	27.4	6.3	0.8
CCC1(CC)NC(=O)N(CC(=O)OCC(=O)NC(=O)c2ccccc2)C1=O	-3.5	-1.1	-0.8	-4.6	i	-1.0	2.1	-1.5	-0.7	-4.3
COC(=O)c1ccc(Cn2nc(C)c(Br)c2C)cc1	-1.5	-0.1	-0.1	-0.5	i	1.3	4.2	-0.7	-9.1	-4.9
CCOc1ccccc1N(CC(=O)N(C)Cc1ccccc1)S(=O)(=O)c1ccccc1	-5.8	-0.7	-0.4	2.4	i	0.5	0.0	-2.3	-4.8	5.6
O=C(NNc1ccccc1[N+](=O)[O-])Nc1cccc(Cl)c1	-29.8	2.1	0.8	-1.4	i	2.1	5.3	-9.4	3.1	1.0
CC(=O)c1c(C)[nH]c(C(=O)N(C)CC(=O)Nc2ccc(Cl)c(C(F)(F)F)c2)c1C	4.0	-0.5	-0.2	-1.4	i	0.8	2.0	-1.2	0.1	-2.4
Cc1ccc(-c2nc3ccccc3[nH]2)cc1NC(=O)c1sc2cc(Cl)ccc2c1Cl	-0.3	-0.7	-1.2	16.4	i	0.7	-13.9	29.3*	6.1	4.1

Part of the list above, reduced to Rpn11 inh and Scp-1 inhibitor.
SMILES | Rpn11 inh | Scp-1 inhibitor
COC(=O)c1ccc(Cn2nc(C)c(Br)c2C)cc1 | i | -9.1
CCOc1ccccc1N(CC(=O)N(C)Cc1ccccc1)S(=O)(=O)c1ccccc1 | i | -4.8
O=C(NNc1ccccc1[N+](=O)[O-])Nc1cccc(Cl)c1 | i | 3.1
CC(=O)c1c(C)[nH]c(C(=O)N(C)CC(=O)Nc2ccc(Cl)c(C(F)(F)F)c2)c1C | i | 0.1

Additional structures follow.
SMILES	SUMO1 PPI mod	MsrA inh	TbMetRS inhib	DNMT1 inh	Rpn11 inh	LMPTP block	CSN deneddyl inh	NadD block	Scp-1 inhibitor	STEP block
OC(c1cccc(CN2CCCCC2)c1)c1ncc(-c2cccc(C(F)(F)F)c2)[nH]1 (configuration not stated)	-4.9	1.4	-0.3	0.3	i	-2.1	-3.5	-0.3	.	-2.0
CCOc1ccccc1OCCCC(=O)Nc1cccc(S(=O)(=O)N2CCOCC2)c1	4.1	-1.0	-0.4	2.2	i	-0.4	0.2	-1.8	-7.9	-1.8
CC(=O)Nc1ccc(NS(=O)(=O)c2ccc3[nH]c(=O)[nH]c3c2)cc1	2.3	0.0	-0.8	-0.6	i	-0.4	-4.5	-0.5	3.1	2.6
CCOC(=O)c1noc(C)c1C(=O)Nc1cccc(F)c1	16.0	-0.7	-1.1	11.2	+	-1.5	-4.7	7.4	-9.3	-4.6
CCC(Sc1nc(-c2ccccc2)c(C#N)c(=O)[nH]1)C(=O)Nc1nnc(C)s1 (configuration not stated)	4.5	1.9	-2.2	8.9	i	-0.9	4.1	-0.5	2.6	1.3
CC1(C)CN=C(c2ccccc2)NC1	-3.6	0.0	-0.2	0.8	i	-3.0	3.0	-2.7	-10.5	-0.2
COCCN1C(=O)c2ccc(C(=O)NCc3ccco3)cc2C1=O	-25.6	1.6	-0.2	0.9	i	-1.5	4.2	-4.1	4.0	-3.8
CC(=O)c1ccc(-c2ccc(C(=O)NC3CC(C)(C)NC(C)(C)C3)o2)cc1	-53.4	5.4*	-0.2	-2.3	i	1.1	-1.3	-4.7	-11.8	-2.3
CN(C)S(=O)(=O)c1cccc(C(=O)Nc2ccc3c(c2)CCC3)c1	-4.7	0.5	1.4	-2.5	i	0.7	4.9	-9.1	-17.8	-0.7
COc1ccc(NC(=O)CCc2c(C)nc3nc(C)nn3c2C)cc1	3.1	0.6	-0.1	0.4	i	-0.6	3.2	4.5	-12.1	-3.2
COc1ccc(N2CC(NC(=O)N3CCc4ccccc43)CC2=O)cc1OC (configuration not stated)	5.4	1.1	-0.3	0.0	i	-0.7	-5.8	-3.8	-7.9	-1.2
COC(=O)c1cc(Br)c(=O)n(-c2cccc(F)c2)c1	1.6	0.1	-0.3	4.3	i	-1.1	2.9	-0.3	-2.6	0.4
O=S(=O)(NCCN1CCCC1)c1ccc(Cl)cc1	-9.1	0.2	0.1	-15.4	i	-0.5	3.0	-1.6	-1.6	2.1
Cc1cc(C=C2C(=O)c3ccccc3C2=O)c(C)n1C	51.5*	1.3	-0.3	-10.8	i	2.5	2.1	0.7	-5.2	-0.6
Cc1nc(CNS(=O)(=O)c2ccccc2F)cs1	2.0	-0.6	-0.1	3.5	i	-1.2	-2.2	-0.4	-3.9	-1.6
Cc1ccc(N(CC(O)Cn2nc(C)cc2C)S(=O)(=O)c2ccc3ccccc3c2)cc1 (configuration not stated)	-2.5	-0.6	-0.4	18.5	i	1.0	-8.2	1.1	-5.2	0.2
CN(C)S(=O)(=O)c1ccc(Cl)c(C(=O)NC2CCCCCCC2)c1	-3.2	0.6	0.1	-0.8	i	-0.8	2.5	-5.5	-0.6	0.6
Cc1ccc(C(=O)Nc2cc3[nH]c(=O)oc3cc2C)cc1	10.6	-1.1	1.6	-2.5	i	-0.2	6.5	-0.9	-0.5	2.2
Cc1cc(C)nc(N/N=C/C2=C(N3CCOCC3)C(=C\c3ccc(Cl)cc3)/CC2)n1	-1.5	0.8	0.8	0.6	i	1.3	11.7	16.7	1.5	12.5
CC(=O)c1c(C)[nH]c(=S)c(C#N)c1-c1ccc(Cl)cc1	-0.4	0.4	-0.1	-6.3	i	-0.9	-2.0	5.7	-3.8	-2.4
COCC(=O)N(Cc1cc2ccc(C)cc2[nH]c1=O)c1ccccc1C	-3.4	1.6	-0.3	1.1	i	0.7	0.1	-5.0	0.1	-2.5
Cc1cccc(NC(=O)CN2CCSc3ccccc32)c1	-1.3	1.0	-0.2	-1.0	i	-0.8	-1.5	-0.5	2.0	-1.4
CN(C1CCS(=O)(=O)C1)S(=O)(=O)c1ccc2ccccc2c1 (configuration not stated)	-0.8	1.0	-0.2	1.9	i	-0.8	-0.4	-0.5	-3.5	1.8
Cc1ccc2c(c1)[C@@H]1CN(C)CC[C@@H]1N2S(=O)(=O)c1ccc(F)cc1	-1.2	-0.2	-0.3	-5.0	i	-0.8	-1.1	3.8	1.1	-0.1
O=C1CCC(C(=O)N(CCO)Cc2ccccc2)CN1CCCN1CCOCC1 (configuration not stated)	6.1	1.1	-0.5	-0.9	i	-2.1	0.5	-4.1	-0.9	2.7
CCOC(=O)N1CCN(c2c(NCCCN3CCCC(C)C3)c(=O)c2=O)CC1 (configuration not stated)	-0.4	-0.7	-1.3	3.5	i	-0.3	-2.2	-1.1	-0.2	1.7

Compound profiles (already shown). Screens in order: SUMO1 PPI mod | MsrA inh | TbMetRS inhib | DNMT1 inh | Rpn11 inh | LMPTP block | CSN deneddyl inh | NadD block | Scp-1 inhibitor | STEP block
CCOC(=O)N1CCN(c2c(NCCCN3CCCC(C)C3)c(=O)c2=O)CC1 (configuration not stated) as listed: -0.4 | -0.7 | -1.3 | 3.5 | i | -0.3 | -2.2 | -1.1 | -0.2 | 1.7
Cc1cccc(NC(=O)CN2CCSc3ccccc32)c1 as listed: -1.3 | 1.0 | -0.2 | -1.0 | i | -0.8 | -1.5 | -0.5 | 2.0 | -1.4
